Pf growth 96h: P. falciparum growth inhibition at 96 hours. 320,000 compounds, 6.9% hits. Potency, µM (highest dose often 28.7 µM), without a hit: top-dose activity change, negative = inhibition, usual class: inhibitors. P. falciparum luciferase reporter growth, 96 h; further: potency means the concentration at half of the fitted maximal effect; on the % scale 0 is the no-effect control and ±100 the full control effect
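Readout is luminescence from an integrated firefly luciferase in P. falciparum. Red cells, 2% hematocrit and 0.05% parasitemia final, were cultured with compound through two parasite generations (96 hours) at 37 C, 5% CO2.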
AmpC no deterg: blocks E. coli AmpC beta-lactamase in detergent-free assay. P00811. Potency, µM (highest dose often 57.1 µM), for the others: top-dose activity change, negative = inhibition, most hits filed as inhibitors. AmpC nitrocefin hydrolysis, absorbance 480 nm, 0.0001% Triton. 330,000 compounds, 0.52% hits. AID 485341;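 further: potency means the concentration at half of the fitted maximal effect; plate controls were no compound for no effect and no enzyme for full effect; nearly all actives have a fitted effect of over 20% in size; some results filed as inactive show a strong effect at the top dose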
Target sequence (P00811 whole entry, looked up): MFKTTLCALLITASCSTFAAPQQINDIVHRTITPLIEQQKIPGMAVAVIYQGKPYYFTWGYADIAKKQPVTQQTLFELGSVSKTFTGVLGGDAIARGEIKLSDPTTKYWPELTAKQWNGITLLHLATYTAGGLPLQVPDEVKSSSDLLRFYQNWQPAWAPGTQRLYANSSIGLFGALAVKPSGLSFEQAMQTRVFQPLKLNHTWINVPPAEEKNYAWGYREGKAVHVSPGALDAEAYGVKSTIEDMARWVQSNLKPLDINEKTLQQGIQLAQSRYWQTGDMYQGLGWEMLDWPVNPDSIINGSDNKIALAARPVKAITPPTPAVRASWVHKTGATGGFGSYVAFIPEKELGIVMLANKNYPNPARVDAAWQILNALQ
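AmpC (5.3 nM in the dispensed reagent) in 20 mM phosphate pH 7.0 with 0.01% (detergent screen) or 0.0001% Triton X-100 was preincubated with compounds for 15 min at room temperature. Nitrocefin was then added from an 800 uM solution, and hydrolysis was followed at 480 nm.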
LmPK inhibitor: blocks Leishmania mexicana pyruvate kinase activity; Q27686; purified LmPK, Kinase-Glo ATP luminescence, 1 h; Potency, µM (titrated, usually from 57.5 µM), without a hit: at the top dose activity change, negative = inhibition, most hits filed as inhibitors; 290,000 compounds, 0.37% hits; further: potency means the concentration at half of the fitted maximal effect; on the % scale 0 is the no-effect control and ±100 the full control effect
Target sequence (Q27686 whole entry, looked up): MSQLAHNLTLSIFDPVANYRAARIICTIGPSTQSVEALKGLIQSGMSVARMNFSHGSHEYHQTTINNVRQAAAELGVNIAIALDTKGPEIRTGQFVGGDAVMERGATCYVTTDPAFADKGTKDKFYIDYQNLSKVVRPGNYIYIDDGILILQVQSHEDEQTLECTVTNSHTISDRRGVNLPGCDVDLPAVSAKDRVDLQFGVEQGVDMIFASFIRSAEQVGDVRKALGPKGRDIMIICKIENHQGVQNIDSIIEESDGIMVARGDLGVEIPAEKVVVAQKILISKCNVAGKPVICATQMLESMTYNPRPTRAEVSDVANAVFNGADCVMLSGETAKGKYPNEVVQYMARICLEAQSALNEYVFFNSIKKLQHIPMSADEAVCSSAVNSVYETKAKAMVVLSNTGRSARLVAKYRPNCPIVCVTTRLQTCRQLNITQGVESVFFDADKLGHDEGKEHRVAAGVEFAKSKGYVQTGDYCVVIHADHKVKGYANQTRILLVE
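Purified LmPK (0.1 nM) with 0.5 mM PEP and 0.1 mM ADP in imidazole buffer pH 7.2 with MgCl2/KCl, 1 h at room temperature. ATP formed was read by luciferase luminescence and normalized to no-enzyme and uninhibited controls.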
TbPYK inhibitor: blocks Trypanosoma brucei pyruvate kinase. Q57TT1. Potency, µM (highest dose often 76.8 µM), without a hit: top-dose activity, negative = inhibition, usual class: inhibitors. 410,000 compounds, 0.12% hits. TbPYK enzyme, Kinase-Glo Plus ATP luminescence, 45 min; further: potency means the concentration at half of the fitted maximal effect; on the % scale 0 is the no-effect control and ±100 the full control effect; nearly all actives have a fitted effect of over 50% in size
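TbPYK + substrate in 50 mM TEA pH 7.2, 100 mM KCl, 10 mM MgCl2, 0.05% BSA, 0.01% Tween-20; cpd pinned; ADP 130 uM final; 45 min RT; Kinase-Glo Plus 10 min; luminescence endpoint.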
Shiga toxin inh: blocks Shiga toxin action in Vero cells; inhibition, % at 38.7 µM; 290,000 compounds, 9.2% hits; Vero cells, Shiga toxin protein synthesis inhibition reporter; in the data active means inhibition mostly above about 28%, no sharp cut-off; inactive means mostly below about 43%; further: 0% is about no effect
CHX counter: affects cycloheximide protein synthesis inhibition readout, counter-screen; max response, %; cell reporter, cycloheximide protein synthesis inhibition counterscreen; 300,000 compounds, 12% hits; in the data active means max response mostly above about 13%, no sharp cut-off; inactive means mostly below about 14%; further: read at 38.3 µM for the half of the compounds with a filed dose; 0% is about no effect
Pf growth 48h: P. falciparum growth inhibition at 48 hours (one generation); P. falciparum luciferase growth in erythrocytes, 48 h; Potency, µM (top dose mostly 28.7 µM), for the others: at the top dose activity change, negative = inhibition, hits mostly inhibitors; 310,000 compounds, 5.9% hits; AID 504832; further: potency means the concentration at half of the fitted maximal effect; on the % scale 0 is the no-effect control and ±100 the full control effect
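Compounds are pin-transferred into medium, infected erythrocytes (2% hematocrit, 0.1% parasitemia final) are added, and plates sit one parasite generation at 37 C in 5% CO2. Detection reagent is then added and luminescence measured.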
Numbers without * were called inactive; ? = inconclusive; · = no result given; & = joins results of further samples; [ ] = remark or other dose. Unless noted, the call rests on the fitted dose curve; in most records, active means well fitted curve in the direction sought with a large enough effect; inconclusive means small, poorly fitted or top-dose-only effect, or another doubt; inactive means no such curve, though single readings can be large; an effect the other way counts as inactive or inconclusive.

SMILES | Pf growth 96h | AmpC no deterg | LmPK inhibitor | TbPYK inhibitor | Shiga toxin inh | CHX counter | Pf growth 48h
COc1cc(N2C(=O)c3ccccc3C2=O)c(Cl)cc1C(=O)OCC(=O)N(C)C | 28.4% | -3.3%[2.29 µM] | 4.9% | 2.7% | -16.2 | 2.7 | -4.1%
CN=C1SC(CC(=O)Nc2cc(Cl)ccc2Cl)C(=O)N1C (stereo not drawn) | 14.9% | 36.8% | -3.0% | -1.8% | 8.2 | 3.6 | ·
O=Cc1cn(-c2ccccc2)nc1-c1ccc2c(c1)OCCO2 | ? | -28.4% | -0.5% | -14.7% | 99.5* | 56.8* | 393.5%[activator]
Cc1cc(O)c2/c(=N\N)c(-c3csc(C)n3)coc2c1 | 107.2%[activator] | -31.0% | -1.8% | -1.9% | -5.8 | -2.7 | -11.3%
CC(C)C(=O)NN(C(=O)C(C)C)c1nc2ccccc2s1 | 24.4% | -7.0% | -1.3% | -29.6% | 15.7 | -0.8 | -1.7%
N/C(=N\S(=O)(=O)c1cccs1)c1ccccc1 | 0.0% | -14.2% | -6.3% | -1.2% | 0.5 | 1.4 | 14.7%
CN(CC(=O)Nc1ccc(Cl)cc1)c1ccc(S(=O)(=O)N2CCCCC2)cc1[N+](=O)[O-] | 2.94µM* | -48.7% | 0.4% | 0.0% | -13.0 | -3.8 | ?
Clc1ccc(Nc2c3c(nc4ncnn24)CCC3)cc1 | ? | -4.7% | -1.6% | 1.3% | -12.1 | -2.6 | ?
CCCC(=O)Nc1nc(C)c(-c2csc(Nc3ccccc3OC)n2)s1 | 13.1µM* | -23.7% | 0.9% | -20.6% | -5.2 | -4.0 | ?
Cc1nn(C(=O)c2c([N+](=O)[O-])cnn2C)c(C)c1Cl | -24.3% | -18.9% | -4.0% | 0.9% | 24.0 | -1.9 | -16.3%
CCOC(=O)C1=C(C)N=c2s/c(=C\c3ccc(OCC(=O)O)cc3)c(=O)n2C1c1ccccc1OC (stereo not drawn) | 17.8% | 54.7% | 6.1% | -5.1% | -2.1 | -1.2 | 1.04µM*
Cc1ccc2c(c1)nnn2C1CCN(C(=O)C23CC4CC(CC(C4)C2)C3)CC1 | 13.1µM* | -7.4% | 2.7% | 2.5% | -1.3 | -3.3 | ?
CCOC(=O)c1c(C=O)c2ccccc2n1CC | ? | -12.8% | 12.2% | -0.6% | -15.7 | -1.2 | 13.4%
COc1ccc2c3c(cccc13)OCC2=O | -8.4% | -20.6% | 1.3% | -11.8% | 15.7 | 14.8 | -9.0%
Cc1cc(C)cc(-n2cc(C(=O)O)c(=O)cc2C)c1 | 10.4% | -17.0% | -6.1% | -4.7% | -9.5 | 0.3 | -9.0%
Cc1cc(C)n(-c2nc3c(c(=O)[nH]c(=O)n3C)n2C(C)C)n1 | -13.5% | -2.3% | 2.0% | -5.3% | 17.3 | -4.4 | -11.7%
CCCNC(=O)c1ccc2c(c1)CCN2S(C)(=O)=O | 27.8% | -2.4%[2.29 µM] | -5.4% | 1.2% | 5.4 | 4.2 | 7.8%
CC1Cc2ccccc2N1C(=O)C1CC(=O)N(c2ccccc2)C1 (stereo not drawn) | 19.9% | -2.2% | -2.2% | 5.3% | 21.7 | -1.2 | 9.3%
Cc1ccc(CNC(=O)C2CC3Cn4c(nc5cc6ccccc6cc54)C3N2C)o1 (stereo not drawn) | 35.4%[activator] | 103.5%[activator] | -2.3% | 2.1% | -5.3 | -0.7 | ?
O=C(c1cc2cc(Br)ccc2oc1=O)N1CCCC1 | 24.6% | -11.8% | -1.1% | -4.4% | 0.5 | -2.3 | ·
Cc1cccn2c(CN3CCCN(C=O)CC3)c(C(=O)N(C)CCc3ccccc3)nc12 | 11.7% | 51.5% | 1.3% | 0.0% | -7.0 | -2.1 | -14.3%
COc1cccc(NC(=O)c2cn(C)c(=O)c3cc(OC)c(OC)cc23)c1 | ? | 154.5%[activator] | 4.4% | ? | -9.8 | -0.9 | 1.8%
Cc1nc2sc(C(c3ccccc3)N3CCN(C)CC3)c(O)n2n1 (stereo not drawn) | 83.3%[activator] | -15.8% | 0.3% | 3.2% | -4.5 | -9.2 | 32.3%[activator]
COc1ccc(Cl)cc1C(=O)N1CCN(c2ccccn2)CC1 | -7.1% | -3.4% | -4.4% | -6.7% | 5.8 | 7.6 | 26.6%
COc1cccc(NC(=O)COC(=O)c2ccccc2SCC(=O)N2CCCC2)c1 | 32.8%[activator] | -44.2% | · | 0.1% | · | · | -13.6%
Cc1cc(OCCOc2cccc3cccnc23)cc(C)c1Cl | ? | -10.4% | 2.5% | -3.2% | 26.3 | 15.9 | ·
Oc1ccc(C[C@H]2CNCCN2CC2(c3ccccc3)CC2)cc1 | ? | -4.8% | · | 0.2% | · | · | ?
c1ccc(CCn2nnnc2C(c2cccs2)N2CCOCC2)cc1 (stereo not drawn) | -32.1% | -8.3% | 0.2% | -2.9% | -1.1 | 3.8 | 0.8%
Cc1cccc(C)c1NC(=O)C1c2cccc[n+]2CC(=O)N1Cc1ccc2c(c1)OCO2 (stereo not drawn) | 43.6%[activator] | -17.4% | -3.6% | -8.7% | -7.1 | 0.1 | -5.7%
O=S(=O)(Nc1cccnc1)c1ccc(Br)c2ccccc12 | ? | -26.0% | -1.3% | 0.8% | -16.5 | -2.6 | 14.1%
CC(C)COP(=O)(c1ccc(N(C)C)cc1)C(O)c1ccccc1F (stereo not drawn) | -15.3% | 52.6% | 2.1% | · | -13.8 | -5.0 | -9.0%
Cc1ccc(C)c(C2=CSC3=NS(=O)(=O)CCN23)c1 | 24.9% | -5.6% | 5.4% | -8.0% | -8.2 | 6.0 | -31.7%
Cc1ccc(N=C2NC(=O)CS2)cc1 | 94.7%[activator] | -5.5% | -0.5% | -6.2% | 14.6 | 3.0 | -1.7%
COc1ccc(CNCc2ccccc2[N+](=O)[O-])cc1OC | -16.7% | -20.4% | 4.7% | -1.3% | · | 3.8 | 8.3%
COc1ccc2c(c1)c1nc(SCC(C)C)n(CCO)c(=O)c1n2C | ? | -7.7% | 7.8% | 1.1% | -18.7 | -5.1 | ·
COC(=O)c1cn(C(=O)c2ccccc2)c2ccccc12 | 38.3%[activator] | -18.0% | -0.6% | -0.8% | 17.1 | 0.6 | 30.8%[activator]
Cc1cc2cc(CNC(=O)c3ccc(S(=O)(=O)N4CCCC4)cc3)ccc2n1C | 9.28µM* | ? | 0.5% | -6.6% | 19.0 | -1.0 | ?
CCOc1ccc(N(CC(=O)NC2CCCC2)C(=O)CCC(=O)Nc2nccs2)cc1 | ? | -1.0% | -2.2% | -0.3% | -1.5 | 0.5 | 0.0%
O=C(NC(=S)Nc1ccc(NC(=O)c2ccco2)cc1)c1ccccc1 | 69.1%[activator] | -26.1% | -0.2% | 9.2% | -7.0 | -0.1 | 0.5%
COCCCNS(=O)(=O)c1cccc(S(=O)(=O)c2cccc(S(=O)(=O)NCCCOC)c2)c1 | 0.0% | 16.8% | 3.0% | 2.2% | -4.9 | -2.5 | -1.8%
N#Cc1c(SCC(=O)N2CCOCC2)nsc1SCC(=O)N1CCOCC1 | 5.9% | -9.1% | -0.1% | -0.6% | -5.8 | -3.2 | -6.1%
O=C(Nc1cccc(C(F)(F)F)c1)C1CCN(S(=O)(=O)c2cccnc2)CC1 | ? | 9.3% | 0.2% | -0.5% | -10.0 | -1.4 | -13.9%
CCCCOc1ccc(-c2n[nH]c(=S)n2Cc2ccccc2)cc1 | 15.5% | -40.0% | -0.5% | -31.0% | -3.1 | -2.8 | ·
CCOC(=O)c1cn(Cc2ccc(C)cc2)nn1 | -22.4% | -12.4% | -3.5% | -2.7% | 45.1* | 10.8 | -1.7%
CC(Sc1nnnn1C)C(=O)Nc1ccccc1-c1ccccc1 (stereo not drawn) | -70.0% | -6.3% | 2.5% | -5.1% | -5.1 | -1.3 | 10.0%

Whole records from above. Order of screens: Pf growth 96h	AmpC no deterg	LmPK inhibitor	TbPYK inhibitor	Shiga toxin inh	CHX counter	Pf growth 48h
Profile of O=C(Nc1cccc(C(F)(F)F)c1)C1CCN(S(=O)(=O)c2cccnc2)CC1 : ?	9.3%	0.2%	-0.5%	-10.0	-1.4	-13.9%
Profile of CCOC(=O)C1=C(C)N=c2s/c(=C\c3ccc(OCC(=O)O)cc3)c(=O)n2C1c1ccccc1OC (stereo not drawn) : 17.8%	54.7%	6.1%	-5.1%	-2.1	-1.2	1.04µM*
Profile of Clc1ccc(Nc2c3c(nc4ncnn24)CCC3)cc1 : ?	-4.7%	-1.6%	1.3%	-12.1	-2.6	?
Profile of COc1ccc2c3c(cccc13)OCC2=O : -8.4%	-20.6%	1.3%	-11.8%	15.7	14.8	-9.0%
Profile of N#Cc1c(SCC(=O)N2CCOCC2)nsc1SCC(=O)N1CCOCC1 : 5.9%	-9.1%	-0.1%	-0.6%	-5.8	-3.2	-6.1%

(next part)
SMILES | Pf growth 96h | AmpC no deterg | LmPK inhibitor | TbPYK inhibitor | Shiga toxin inh | CHX counter | Pf growth 48h
Cc1ccccc1N1CCN(C(=S)c2ccc([N+](=O)[O-])cc2)CC1 | 2.4% | -24.2% | 3.4% | -23.2% | -10.1 | -7.0 | -8.1%
O=C(CNS(=O)(=O)c1ccccc1)N1CCN(C(=O)c2ccco2)CC1 | 33.3%[activator] | -6.0% | · | 1.1% | · | · | 39.3%[activator]
COc1cc(/C=N/NC(=O)c2cccnc2)cc(Br)c1O | -7.2% | -12.8% | 0.7% | -5.2% | -9.8 | -1.0 | 23.0%
O=C(CCc1ccccc1)NNC(=O)Nc1ccc(Cl)cc1 | ? | -1.5% | -4.1% | 0.7% | -6.9 | -3.0 | 45.7%[activator]
COc1ccc(C(=O)NC(C(=O)NCc2ccccc2OC)C(C)C)cc1 (stereo not drawn) | ? | -9.4% | 4.9% | -3.1% | -2.1 | -4.2 | 5.6%
CCOC(=O)Cc1csc(NC(=O)c2ccc(C)cc2)n1 | 14.6% | -12.5% | -7.2% | -8.6% | 90.9* | 33.6* | 68.3%[activator]
Cn1c(CNC(=O)CNC(=O)Cc2ccc(F)cc2)cc(=O)n(C)c1=O | 26.6% | -7.0% | 2.9% | -1.3% | 1.2 | 0.4 | 9.2%
COC(=O)C1=C(C)N(Cc2ccccc2)C(=NCCc2cccnc2)N[C@H]1c1ccccc1 | 14.7µM* | 42.2%&42.6% | -8.4%&-2.9% | -13.2% | 1.0&-4.9 | -2.9&-4.2 | ?
COC(=O)C1(C)NCCc2c1[nH]c1ccccc21 (stereo not drawn) | 20.6% | -11.0% | · | 6.7% | · | · | -10.5%
CC[C@@]12C(=O)N(c3ccc(C)cc3)C(=O)N1[C@H](c1cccc(C)c1)[C@@H]1C(=O)N(Cc3ccccc3)C(=O)[C@@H]12 | ? | 123.3%[activator] | · | -6.1% | · | · | ?
CCN(CC)c1c2c(c(C#N)c3nc4ccccc4n13)CCC2 | ? | -19.3% | -1.5% | -1.4% | -2.0 | -2.8 | ?
COc1cc(NC(=S)Nc2ccccn2)c(OC)cc1Cl | ? | -15.2% | 0.3% | 2.9% | -14.6 | 1.6 | 2.8%
